NOD2 inhibition: inhibition of NOD2-driven NF-kB reporter – cell-based, luminescence, uHTS, HEK293 (AID 1566); HEK293 NOD2/NF-kB luciferase reporter, luminescence; higher % means a stronger effect; inhibition, % at 4 µM; hits with a dose series show EC50 in µM; hit rate 0.63% among 290,000; in the data active = inhibition above about 50%; also: many of its hits are not listed in these tables
Ins promoter up: MIN6 insulin promoter up-regulation | MIN6 insulin promoter-GFP reporter, high-content imaging; stronger effect = higher value | z-score at 5 µM | hit rate 0.3% among 190,000 | AID 1625;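 active = z-score above 3 at 5 µM with at least 500 cells counted in the well; inconclusive = wells under 500 cells, flagged as cytotoxic or low count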
Autophagy HCS: alters autophagy in cells; MEF GFP-LC3 puncta imaging; test concentration mostly 10 µM; calls only at 10 µM (by protocol); hit rate 0.98% among 190,000;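 active = percentage of spot-positive cells more than 3 SD above its plate mean, without a fluorescence outlier flag or 80% toxicity; inconclusive = no clear call, values can overlap the other calls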;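 also: spot-positive cell cutoff set from DMSO-treated cells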
bCat nuc transl: alters nuclear translocation of beta-catenin in HeLa cells. immunofluorescence imaging. nuclear translocation activity, % at 5 µM. hit rate 0.3% among 190,000;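 active = nuclear translocation activity above 50% at 5 µM, with a well cell count of 50 or more; inconclusive = wells under 50 cells across six images, flagged as toxic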;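 also: per-cell ratio of nuclear to cytoplasmic median beta-catenin stain intensity; plate controls were DMSO negative control for no effect and GSK-3 inhibitor IX positive control for full effect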
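Test system: human HeLa cell line; Doses: 5 µM primary, 0.02–20 µM confirmation; Incubation: 24 h compound exposure, 37°C; Detection: beta-catenin immunofluorescence imaging with DAPI; Read-out: beta-catenin nuclear/cytoplasmic ratio, % activation.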
Yfh1-depleted yeast: enhancers of respiration in Yfh1-depleted yeast, dose response, Friedreich's ataxia, plus single-dose screen (AID 1465); S. cerevisiae Yfh1-off respiration, WST-1 reduction, 72 h; higher fold induction means a stronger effect; fold induction at 50 µM; hits with a dose series show EC50 in µM; hit rate 0.074% among 220,000;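 active = fold induction of absorbance versus untreated yeast above a set limit, then at least 30% activation at any dose in follow-up; inconclusive = repeats straddling the limit, or above it without dose testing; inactive = fold induction below the set limit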;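 also: activators that raise dye reduction in frataxin-depleted yeast; strong numbers were not always called active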
MT stabilize HCS: microtubule stabilization, imaging screen; HeLa tubulin immunostaining HCS, 24 h; share of cells brighter than vehicle mean+2SD; % tubulin-high responders, % at 10 µM; hit rate 0.83% among 200,000;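 active = plate Z-score above 3 for both tubulin-high and condensed-nucleus cell shares, with cell loss under 80%, at 10 µM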;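 also: anti alpha tubulin signal scored within the nucleus-defined area of each cell; some results filed as inactive read as strong as hits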
Dynein transport: blocks dynein driven cargo transport along microtubules. 3617.4 mouse cells, GR-EGFP nuclear translocation imaging; test concentration mostly 20 µM; stimulated with dexamethasone, 1 µM; stronger effect = lower value. z-score, hits read low. hit rate 0.47% among 220,000;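 active = plate z-score of nuclear minus cytoplasmic receptor signal below a set negative limit, without overly bright fluorescence or cell loss, cut at about -3.5 in these data, passing the limit was not always enough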;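 also: z-score of nuclear minus cytoplasmic ring GR-EGFP intensity difference per well; some compounds called inactive have numbers as strong as hits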
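Also added – dexamethasone, 1.0 µM final · Buffer or medium – tet-free, stripped-serum medium · Schedule – induction 48 h, compound 1 h, agonist 30 min · Detection – formaldehyde fixation, Hoechst nuclear stain, 10x automated fluorescence imaging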
Hep lipid drop: hepatic lipid droplet formation modulation; AML12 mouse hepatocytes, oleate lipid droplets, BODIPY imaging; inhibition, % at 6.5 µM; hit rate 0.4% among 240,000; AID 1656;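 active = lipid droplet intensity inhibited by at least 50%, with more than 500 cells counted; inconclusive = wells with under 300 cells, treated as cytotoxic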
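Assay system: AML12 hepatocytes (mouse) / Also added: 100 µM oleic acid challenge / Times: overnight treatment with compound plus oleate / Detection: high-content imaging of BODIPY-stained droplets and DAPI nuclei / Evaluation: % inhibition of lipid droplet signal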
WT yeast gro inh: growth inhibition of WT yeast, mitochondrial fusion screen. mitochondrial fusion phenotypic screen, WT strain. inhibition, % at 10 µM. hit rate 2.1% among 190,000; in the data active = inhibition above about 58%; tested in S. cerevisiae
WT yeast gro inh mutant strain: further read-out of WT yeast gro inh, marked with its call; inhibition, %; mitochondrial fusion phenotypic screen, mutant strain inhibition
Dynein transport cytoplasmic EGFP: also measured in Dynein transport; calls as there; z-score; measured here: cytoplasmic GR-EGFP intensity; stronger effect = higher value
Dynein transport nuclear GR-EGFP: also measured in Dynein transport; calls as there; z-score; measured here: nuclear GR-EGFP intensity;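 lower value marks the stronger effect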
Dynein transport cell count: further read-out of Dynein transport, marked with its call; z-score; measured here: cell count per field
Ins promoter up cell count: further read-out of Ins promoter up, marked with its call; cell count; measured here: cytotoxicity, nuclei count;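 total cells summed across four imaged fields per well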
Hep lipid drop cells 6.5 µM: further read-out of Hep lipid drop, marked with its call; cell count; measured here: cell count, cytotoxicity flag;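 cells counted across two imaged fields per well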
bCat nuc transl cell count 5 µM: second read-out of bCat nuc transl, no call of its own (marks repeat the call); cell count; measured here: cell count, cytotoxicity flag
MT stabilize HCS Hoechst-high %: second read-out of MT stabilize HCS, no call of its own (marks repeat the call); % Hoechst-high responders; measured here: nuclear condensation Hoechst responders;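 share of cells brighter than vehicle mean plus two SD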
MT stabilize HCS cytotoxicity %: further read-out of MT stabilize HCS, marked with its call; toxicity, %; measured here: cytotoxicity by cell density;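 0% = mean cell density of plate MIN control wells and 100% = no cells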
Autophagy HCS cell loss 18 h: further read-out of Autophagy HCS, marked with its call; toxicity, %; measured here: cell loss, nuclei count;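 cell loss after 18 h compound exposure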
* marks the source's active call; other numbers are inactive results; i = inactive; ? = inconclusive; . = no result given; + = active, no number. Not all compounds are listed (hit frequency here may not be typical).

| No. | structure | NOD2 inhibition | Ins promoter up | Ins promoter up cell count | Autophagy HCS | Autophagy HCS cell loss 18 h | bCat nuc transl | bCat nuc transl cell count 5 µM | Yfh1-depleted yeast | MT stabilize HCS | MT stabilize HCS Hoechst-high % | MT stabilize HCS cytotoxicity % | Dynein transport | Dynein transport cytoplasmic EGFP | Dynein transport nuclear GR-EGFP | Dynein transport cell count | Hep lipid drop | Hep lipid drop cells 6.5 µM | WT yeast gro inh | WT yeast gro inh mutant strain |
| --- | --- | --- | --- | --- | --- | --- | --- | --- | --- | --- | --- | --- | --- | --- | --- | --- | --- | --- | --- | --- |
| 1 | Cc1ccc(C(=O)NC(=S)Nc2ccc3[nH]c(=O)[nH]c3c2)c(C)c1 | 15% | -0.1 | 1541 | i | -2 | 0.3 | 1521 | ? | 3.5 | 2.4 | 10 | -0.2 | -0.22 | -0.58 | 0.81 | -2 | 684 | -16 | -25 |
| 2 | COc1ccc(NC(=O)NS(=O)(=O)c2ccc(C)cc2)c(OC)c1 | -9% | -0.02 | 1239 | i | 20 | -4.4 | 958 | i | 4.5 | 2.1 | 6.0 | -1.3 | 1.5 | -0.29 | -2.9 | . | . | -9 | -18 |
| 3 | CCn1c(O)c2ccc(C(=O)N=NC(=O)c3cccnc3)cc2c1O | 14% | 0.35 | 1387 | i | 3 | -1.6 | 1362 | i | 1.4 | 1.3 | 11 | -0.73 | -0.16 | -0.5 | -0.099 | . | . | -9 | 6 |
| 4 | Cn1c(C(=O)NC2CC2)cc(=O)n(C)c1=O | -22% | 0.06 | 1517 | i | 18 | -0.1 | 948 | i | 4.0 | 1.4 | 2.9 | -0.59 | -0.088 | 0.13 | 0.88 | 13 | 665 | -8 | -10 |
| 5 | CCN1C/C(=N\S(=O)(=O)/N=C2\CN(CC)C(=O)N2CC)N(CC)C1=O | 24% | -0.15 | 1477 | . | . | -2.7 | 1173 | i | . | . | . | -0.42 | -0.28 | -0.34 | 1.2 | 14 | 733 | . | . |
| 6 | O=C(CN1CCOc2ccccc21)NCc1ccc(F)cc1 | 5% | -0.37 | 1252 | i | 6 | 0.4 | 517 | . | 2.8 | 1.0 | 12 | -0.78 | -0.26 | 0.16 | 0.5 | -9 | 771 | 6 | 10 |
| 7 | O=C(NCc1ccco1)C(=O)c1cn(CC(=O)N2CCCCC2)c2ccccc12 | -4% | -0.14 | 1177 | i | -4 | 1.7 | 1093 | . | 4.1 | 2.6 | 6.2 | -0.77 | -0.15 | -0.34 | 0.71 | 15 | 669 | -2 | -9 |
| 8 | CN1/C(=C\C=C(/C#N)C(=O)Nc2ccc(Cl)cc2)C(C)(C)c2ccccc21 | 51%* | . | . | + | 15* | -0.5 | 913 | i | 1.8 | 1.3 | 5.0 | -0.099 | 0.79 | 0.65 | -1.2 | 5 | 699 | 5 | 14 |
| 9 | CCN(CC)c1ccc(CNc2nc3ccccc3n2CC)cc1 | 18% | -0.3 | 1172 | . | . | -0.3 | 1315 | i | . | . | . | 0.58 | -0.23 | 0.88 | -0.98 | 12 | 708 | . | . |
| 10 | COc1ccccc1-n1cnc2sc(-c3ccccc3)cc2c1=O | -44% | -0.42 | 1425 | i | 14 | 0.2 | 1372 | . | 2.3 | 1.6 | 6.3 | -0.49 | 0.18 | 0.34 | 0.31 | . | . | 75* | 7.6* |
| 11 | CCN(C)Cc1c(C(=O)N2CCc3ccccc3C2)nc2ccc(Cl)cn12 | -14% | -0.66 | 1386 | i | -14 | 0.7 | 892 | i | 2.3 | 1.5 | 2.2 | -0.18 | -0.23 | -0.28 | 0.5 | -18 | 719 | 7 | 12 |
| 12 | Cc1cc(NC(=O)CSc2nnc(CNc3cccc(C(F)(F)F)c3)n2Cc2ccco2)no1 | 7% | 0.2 | 1074 | i | 4 | -2.5 | 1145 | i | 6.6 | 2.4 | 9.7 | 1 | 0.023 | 1.4 | -1.2 | . | . | -8 | -8 |
| 13 | CC(C)NC(=S)NN=C1CCC(c2ccccc2)CC1 (stereo not drawn) | 12% | -0.19 | 1416 | i | 5 | 2.9 | 1035 | i | 3.6 | 1.4 | 5.5 | -0.36 | -0.11 | -0.08 | -0.9 | -3 | 685 | 0 | -27 |
| 14 | CCNC(=O)COc1ccc2ccccc2c1 | -49% | 1.1 | 1514 | i | -7 | -1.3 | 1363 | i | 2.2 | 1.9 | 5.2 | -0.21 | -0.19 | -0.18 | -0.11 | . | . | 2 | 6 |
| 15 | Cc1cccc(NC(=O)C2CC(=O)NC(Nc3nc4ccccc4s3)=N2)c1 (stereo not drawn) | 22% | . | . | i | -7 | -0.9 | 883 | i | 2.9 | 2.3 | 9.7 | -0.65 | -0.18 | -0.45 | -0.099 | -1 | 568 | 6 | -5 |
| 16 | COc1cccc2c(=O)n(CC(=O)Nc3ccc(F)cc3F)ccc12 | 11% | 0.01 | 2234 | i | -2 | -2.3 | 1125 | i | 9.3 | 3.3 | 6.1 | -0.46 | -0.28 | -0.27 | 0.37 | -13 | 632 | -2 | -1 |
| 17 | O=C(NC(=S)NCCSc1ccccc1)c1cccnc1 | 10% | 0.47 | 1079 | i | -2 | . | . | i | 3.3 | 2.7 | 5.9 | 0.39 | -0.24 | 0.31 | 0.63 | -27 | 703 | 16 | 4 |
| 18 | COC(=O)C1CCN(C(=O)COC(=O)CC(NC(C)=O)c2ccccc2)CC1 (stereo not drawn) | 4% | 0.21 | 862 | i | 4 | 0.0 | 872 | i | 1.6 | 1.2 | 3.5 | -0.95 | 0.8 | -0.14 | 0.13 | 9 | 823 | -10 | -2 |
| 19 | Clc1ccc(SCCCCn2ccnc2)cc1 | 4% | . | . | i | -5 | . | . | i | 3.2 | 2.6 | 7.1 | -0.38 | -0.26 | -0.44 | 0.24 | -21 | 673 | 34 | 34 |
| 20 | Cc1ccc2c(c1)C(=O)CC1(CCC(C(C)(C)C)CC1)O2 (stereo not drawn) | 14% | 0.05 | 849 | . | . | -0.3 | 1166 | i | . | . | . | 0.67 | -0.65 | 0.41 | -0.33 | . | . | . | . |
| 21 | NC(=O)c1ccc(N2CCC(C(N)=O)CC2)c([N+](=O)[O-])c1 | 6% | . | . | . | . | -0.2 | 1153 | i | . | . | . | 1 | -0.24 | 0.25 | 0.43 | -1 | 737 | . | . |
| 22 | O=C(/C=C/c1ccc2ccccc2n1)c1cc(Cl)ccc1O | -71% | 2.6 | 976 | . | . | -0.4 | 1346 | i | . | . | . | -2.1 | 0.57 | -0.81 | 1.4 | 1 | 688 | . | . |
| 23 | Cc1nc(C)c(C(=O)C2=C(O)C(=O)N(CCN3CCOCC3)C2c2ccco2)s1 (stereo not drawn) | -5% | -0.15 | 1236 | i | 1 | . | . | i | 5.2 | 1.7 | 2.2 | 2.3 | -0.095 | 0.049 | -0.33 | 0 | 578 | -9 | -10 |
| 24 | O=c1c2nnn(Cc3ccc(Cl)cc3)c2ncn1Cc1ccc(F)cc1 | 0% | . | . | i | 10 | 1.3 | 897 | i | 3.0 | 2.7 | 5.5 | 0.46 | 0.11 | 0.014 | 0.044 | -4 | 647 | -3 | 9 |
| 25 | COc1cccc(NC(=S)N(CCN(C)C)Cc2cccs2)c1 | 10% | -1 | 1249 | i | 11 | -0.8 | 1079 | i | 3.7 | 1.9 | 5.7 | -0.14 | -0.25 | 0.25 | -0.18 | 3 | 683 | -5 | 16 |
| 26 | CCSc1nnc(NC(=O)c2cc(-c3ccccc3O)n[nH]2)s1 | -35% | . | . | . | . | -0.4 | 1335 | i | . | . | . | 0.8 | -0.22 | 0.82 | -0.42 | -7 | 730 | . | . |
| 27 | c1ccc(-c2cc(N3CCCCCC3)n[nH]2)cc1 | -34% | 1.1 | 1270 | i | 0 | . | . | i | 1.8 | 2.6 | 24 | -0.4 | -0.24 | -0.29 | -0.29 | 9 | 739 | 2 | -1 |
| 28 | O=C(N/N=C/c1cn(-c2cccs2)nc1-c1ccccc1)c1ccc(O)cc1 | -12% | 0.24 | 1495 | i | -24 | 2.2 | 81 | i | 2.6 | 1.9 | 17 | -0.048 | -0.093 | -0.29 | -0.52 | -41 | 673 | -10 | -13 |
| 29 | CCN(CC)c1cccc(OCC(=O)N(C)CCC#N)c1 | 8% | -0.19 | 959 | + | -1.0* | -2.3 | 834 | . | 11 | 4.3 | 7.2 | -0.69 | 0.27 | -0.024 | -0.099 | . | . | 12 | -13 |
| 30 | COc1ccc(-c2csc(NCc3ccco3)n2)cc1 | 11% | -1.4 | 1094 | i | 10 | -4.3 | 996 | i | 1.7 | 3.0 | 5.3 | -0.73 | -0.18 | -0.014 | 0.36 | . | . | -1 | 2 |
| 31 | CCOC(=O)c1c(NC(=O)CSc2nc3ccccc3s2)sc(C(C)=O)c1C | 32% | ? | . | i | 7 | 3.5 | 1395 | i | 1.9 | 1.3 | 3.3 | -0.42 | -0.17 | 0.17 | 1.5 | . | . | 11 | 5 |
| 32 | Cc1ccc(NC(=O)CN2C(=O)S/C(=C\c3cc(C)n(C)c3C)C2=O)cc1 | 5% | -0.17 | 1612 | i | 8 | 1.1 | 1323 | i | 3.0 | 1.9 | 5.0 | -0.25 | -0.23 | 0.31 | 0.84 | . | . | 0 | -10 |

Screens (PubChem)
